LYPLA1 counter = blocks human lysophospholipase 1, a PME1 counter-screen; recombinant LYPLA1, FP-Rh probe fluorescence polarization; O75608; hit rate 0.16% among 320,000; inhibition, % at 5.9 µM;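 active means inhibition above the mean of all tested compounds plus 3 SD, set per campaign, cut at about 14% in these data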;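 further: inhibitors block serine hydrolase probe labeling of LYPLA1 so polarization falls; 0% = enzyme with DMSO and 100% = wells lacking LYPLA1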
Target sequence (O75608 whole entry, looked up): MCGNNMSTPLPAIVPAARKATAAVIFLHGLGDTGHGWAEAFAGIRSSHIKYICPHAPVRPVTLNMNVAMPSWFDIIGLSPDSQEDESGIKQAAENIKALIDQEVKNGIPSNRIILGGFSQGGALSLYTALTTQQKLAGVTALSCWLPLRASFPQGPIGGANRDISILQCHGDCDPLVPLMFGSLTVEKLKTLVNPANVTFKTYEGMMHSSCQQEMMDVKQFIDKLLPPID
PAD4 FP inh = blocks human protein arginine deiminase 4; inhibition, % at 6.36 µM; recombinant PAD4, RCA probe fluorescence polarization; hit rate 0.41% among 330,000;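 active means percent inhibition above a cutoff equal to the mean of all tested compounds plus 3 SD, cut at about 15% in these data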;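 further: 0% = PAD4 with RCA probe and DMSO and 100% = probe without PAD4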
PREPL inhibitor = inhibits the human prolyl oligopeptidase-like enzyme; Q4J6C6; recombinant PREPL, fluorescence polarization activity-based probe; inhibition, % at 5.96 µM; hit rate 0.68% among 320,000; AID 2751; in the data active means inhibition above about 43%;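 further: 0% = enzyme with DMSO and 100% = wells lacking enzyme; many of its hits are not listed in these tables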
PAFAH1B3 inh = blocks human PAF acetylhydrolase 1B catalytic subunit 3. Q15102. recombinant PAFAH1B3, FP-rhodamine probe, fluorescence polarization. inhibition, % at 3.39 µM. hit rate 0.28% among 340,000;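 active means inhibition above the screen-wide average of all tested compounds plus 3 SD, cut at about 25% in these data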;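 further: 0% = enzyme with DMSO only and 100% = wells lacking PAFAH1B3 protein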
PAFAH1B2 FP inh = inhibitors of human PAFAH1B2; P68402; recombinant PAFAH1B2, FP-rhodamine activity probe, fluorescence polarization; inhibition, % at 3.39 µM; hit rate 1.2% among 340,000; AID 492953;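 active means inhibition above the mean of all tested compounds plus 3 SD, cut at about 24% in these data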;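 further: 0% = enzyme with DMSO and 100% = wells lacking PAFAH1B2; many of its hits are not listed in these tables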
Target sequence (P68402 whole entry, looked up): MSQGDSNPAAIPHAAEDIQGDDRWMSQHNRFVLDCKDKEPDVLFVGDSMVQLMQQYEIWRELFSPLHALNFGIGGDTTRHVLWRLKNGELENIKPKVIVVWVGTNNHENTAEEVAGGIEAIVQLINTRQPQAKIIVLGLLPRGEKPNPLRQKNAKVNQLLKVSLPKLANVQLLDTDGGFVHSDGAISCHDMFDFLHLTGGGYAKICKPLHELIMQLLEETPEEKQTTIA
pPAFAH FP inh = pPAFAH (human) enzyme inhibition | recombinant pPAFAH, FP-rhodamine probe fluorescence polarization | hit rate 1.5% among 330,000 | Q13093 | inhibition, % at 3.39 µM;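 active means inhibition above the mean inhibition across the screen plus 3 SD, cut at about 25% in these data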;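 further: inhibitors block binding of the rhodamine activity-based probe so polarization drops; 0% = enzyme with DMSO and 100% = wells lacking pPAFAH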
Target sequence (Q13093 whole entry, looked up): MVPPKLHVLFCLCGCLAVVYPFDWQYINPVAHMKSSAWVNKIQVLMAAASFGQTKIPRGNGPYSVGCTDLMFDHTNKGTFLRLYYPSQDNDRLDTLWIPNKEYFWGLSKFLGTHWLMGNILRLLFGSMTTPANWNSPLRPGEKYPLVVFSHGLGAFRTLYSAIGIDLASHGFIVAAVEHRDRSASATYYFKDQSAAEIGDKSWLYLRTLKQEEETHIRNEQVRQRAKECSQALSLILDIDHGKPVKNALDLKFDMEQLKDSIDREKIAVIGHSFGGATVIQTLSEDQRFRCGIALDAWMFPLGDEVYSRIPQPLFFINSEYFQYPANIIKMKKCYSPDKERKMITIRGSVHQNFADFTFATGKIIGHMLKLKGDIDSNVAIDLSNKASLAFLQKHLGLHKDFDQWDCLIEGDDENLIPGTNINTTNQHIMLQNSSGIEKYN
LYPLA2 counter = counter-screen for PME1 inhibitors: inhibitors of human LYPLA2. O95372. hit rate 0.38% among 320,000. recombinant LYPLA2, FP-Rh probe fluorescence polarization. inhibition, % at 5.9 µM;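 active means inhibition above the screen-wide mean plus 3 SD, limit set per campaign, cut at about 26% in these data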;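 further: 0% = LYPLA2 with DMSO and 100% = wells lacking LYPLA2 enzyme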
GSTO1 counter = blocks human GSTO1 in RBBP9 counter-screen; inhibition, % at 5.96 µM; hit rate 1.1% among 300,000; P78417; AID 1974; recombinant GSTO1, activity-based probe fluorescence polarization;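 active means inhibition above the campaign mean inhibition plus 3 SD, cut at about 35% in these data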;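 further: 0% = GSTO1-1 with DMSO and 100% = wells lacking GSTO1-1 enzyme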
PAFAH2 inh = inhibitors of human PAFAH2. Q99487. recombinant PAFAH2, FP-rhodamine activity probe, fluorescence polarization. inhibition, % at 3.39 µM. hit rate 0.99% among 340,000. AID 492956;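 active means inhibition above the mean over all tested compounds plus 3 SD, cut at about 30% in these data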;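 further: inhibitors block probe labeling of enzyme so polarization drops; 0% = enzyme with DMSO and 100% = wells lacking PAFAH2 protein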
Starred values were filed as active, the others as inactive; x = not tested or not shown. The list is partial; the hit share may differ from the screen's.

SMILES	LYPLA1 counter	PAD4 FP inh	PREPL inhibitor	PAFAH1B3 inh	PAFAH1B2 FP inh	pPAFAH FP inh	LYPLA2 counter	GSTO1 counter	PAFAH2 inh
COc1ccc(C2=NS(=O)(=O)N(C)C(C(=O)N3C(C)CCCC3C)=C2)cc1 (stereo unspecified)	-2.5	0.0	-4.3	-4.5	2.3	0.8	-1.1	-1.4	-5.8
O=C1/C(=C/c2ccccc2)Nc2ccccc21	-0.4	-10.7	3.9	-1.0	0.1	-1.9	-7.2	-0.9	-6.1
CCOc1ccc2nc(NCCCNC(=O)c3cc(OC)c(OC)c(OC)c3)c(C#N)cc2c1	3.3	0.1	1.5	-0.5	2.1	3.8	7.2	-2.6	1.4
O=C(Cn1ncn2c(cc3ccccc32)c1=O)NCCc1cccs1	-0.1	-3.9	0.3	6.2	-5.0	3.3	-5.7	-1.2	0.1
O=C(COC(=O)COc1ccc(Br)cc1)NNC(=O)c1ccccc1	x	-0.9	3.3	2.5	-3.3	20.4	x	x	-2.4
CCNS(=O)(=O)c1ccc2nc(NC(=O)c3cccnc3)sc2c1	1.8	-0.4	11.8	1.7	0.4	-0.9	5.1	-7.6	-4.2
Cc1ccc(NC(=O)CN2C(=O)N/C(=C/c3ccc(C)s3)C2=O)cc1	-11.1	-9.5	-7.4	-11.9	-7.8	-3.1	-23.9	-12.5	-25.7
Cc1cccc(NC(=O)CC2NC3CCCCC3NC2=O)c1 (stereo unspecified)	-1.6	1.5	12.1	2.7	0.6	0.4	-0.8	2.0	23.4
COc1ccc(CNC2c3ccccc3-c3ccccc32)cc1OC	1.4	-0.3	7.9	2.3	2.3	5.9	0.8	-2.1	2.4
COC(=O)CC1C(=O)NCCN1C(=O)Nc1cccc(Cl)c1 (stereo unspecified)	2.3	4.5	9.9	13.3	-1.3	-2.6	-1.2	0.7	3.7
O=C(c1noc2c1CCCC2)N1CCN(c2ccccc2)CC1	2.8	5.4	8.1	1.2	4.5	0.1	-1.4	3.0	-0.8
O=C(Nc1cccc([N+](=O)[O-])c1)c1ccc2c(c1)OCO2	1.2	3.7	10.7	11.3	2.8	-0.9	3.3	5.7	-1.4
O=C(C1CCC(CNS(=O)(=O)c2cccs2)CC1)N1CCCCC1 (stereo unspecified)	0.5	-1.7	-10.8	-3.8	8.0	2.7	4.2	6.9	-4.4
COc1cccc(C(=O)NNC(=O)c2ccccc2Br)c1	1.3	0.8	3.5	-1.6	-0.8	6.0	10.3	5.5	1.2
Cc1ccc(S(=O)(=O)N2CCN(C(=O)CCC(=O)NCCc3ccc(S(N)(=O)=O)cc3)CC2)c(C)c1	-4.3	0.9	20.0	8.6	1.4	-0.2	-4.4	-13.4	7.0
O=C(O)C1CC1C(=O)N1CCN(c2ccc(Cl)c(Cl)c2)CC1 (stereo unspecified)	2.3	-0.4	1.7	0.4	1.1	0.7	0.9	5.2	4.9
Cc1ccc(NS(=O)(=O)c2ccc(C(=O)N3CCN(c4ncccn4)CC3)cc2)cc1	-3.6	-3.8	-4.9	14.8	5.2	23.0	-3.1	-3.2	2.6
CC(=O)NC(Cc1cc(C)ccc1C)C(=O)N1CCN(C(=O)c2ccc([N+](=O)[O-])cc2)CC1 (stereo unspecified)	1.3	-3.9	5.2	0.5	0.6	2.0	-1.7	9.2	2.5
COC(=O)c1sc(-c2cccs2)cc1N	1.3	2.4	16.7	-0.9	4.3	4.5	7.6	8.0	-3.3
O=C(CCc1ccccc1)NNC(=O)Cc1ccc(Cl)cc1	-1.1	-3.0	-0.1	8.8	24.6*	9.1	-6.9	-9.6	12.7
Cn1cccc1/C=C1\SC(=S)N(NC(=O)c2ccccc2Cl)C1=O	-0.7	17.6*	-6.1	6.2	1.0	11.4	-1.4	0.1	2.7
CCOC(=O)CC(=O)CSc1nc2nc(C)cc(C)n2n1	1.4	-0.2	8.4	3.3	2.8	2.7	2.2	-4.3	-1.6
Cc1cccc(NS(=O)(=O)c2ccc(C(C)(C)C)cc2)n1	4.1	-2.6	10.6	3.6	3.0	-3.5	-1.2	0.3	-2.4
O=C1NC2(CCCCC2)N=C1c1ccc(Br)cc1	-2.0	-1.0	-3.5	-6.2	-3.2	4.9	5.0	5.7	5.1
CCOc1ccc(NC(=S)N(CCc2c(C)[nH]c3ccc(C)cc23)Cc2ccco2)cc1	1.1	-2.5	6.9	7.8	2.0	10.8	-1.1	1.6	-3.0

Reprinted from the part before: 2 entries, then new ones.
SMILES	LYPLA1 counter	PAD4 FP inh	PREPL inhibitor	PAFAH1B3 inh	PAFAH1B2 FP inh	pPAFAH FP inh	LYPLA2 counter	GSTO1 counter	PAFAH2 inh
O=C1NC2(CCCCC2)N=C1c1ccc(Br)cc1	-2.0	-1.0	-3.5	-6.2	-3.2	4.9	5.0	5.7	5.1
CCOc1ccc(NC(=S)N(CCc2c(C)[nH]c3ccc(C)cc23)Cc2ccco2)cc1	1.1	-2.5	6.9	7.8	2.0	10.8	-1.1	1.6	-3.0
Cc1ccc(OC(=O)COc2ccccc2)c(-n2nc3ccccc3n2)c1	-4.9	4.1	-7.8	5.0	8.7	6.7	-6.5	-3.5	7.2
CSc1ccc(CN(C)CC(=O)N(C)CC(=O)Nc2ccccc2Br)cc1	3.2	-1.5	1.5	4.0	2.5	4.2	-4.9	x	-5.4
CCOC(=O)C(C)n1cnc2c1c(=O)[nH]c(=O)n2C (stereo unspecified)	2.5	3.3	11.2	8.3	4.8	2.9	1.3	-0.1	-5.2
Cn1c(=O)c2c(ncn2CC(=O)NC(C)(C)C)n(C)c1=O	-0.6	2.0	0.4	-2.7	-0.2	-1.6	7.6	0.8	-3.1
O=C(COC(=O)c1ccc2c(c1[N+](=O)[O-])C(=O)c1ccccc1C2=O)NC1CC1	-1.9	-18.2	14.0	17.9	12.1	-4.4	-11.4	34.8	35.8*
O=C(CCc1nc2ccccc2c(=O)[nH]1)Nc1nnc(SCc2ccc(F)cc2)s1	2.1	-0.8	-7.2	-10.4	-5.5	3.6	-2.7	-2.9	-0.3
S=c1[nH]ccn1-c1cccc(Cl)c1	1.0	1.7	-0.1	14.2	5.1	4.1	-1.2	1.9	0.6
CCOC(=O)CNC(=O)CN1C(=O)CCS(=O)(=O)c2ccccc21	-2.2	-8.2	8.7	1.4	0.9	-1.1	2.6	-4.6	2.7
CCOc1ccc(OCCN2C(=O)c3ccccc3C2=O)cc1	2.0	-4.4	-0.3	4.4	4.8	3.7	-0.2	2.9	-2.2
Cc1ccc(C(=O)N/C(=C\c2cccs2)C(=O)NCCc2c[nH]c3ccccc23)cc1	-4.2	-3.1	-12.7	0.7	1.9	5.2	0.6	5.6	-2.2
Cc1ccc(C(=O)/C=C/c2ccccc2[N+](=O)[O-])cc1	-2.9	-1.2	-0.9	5.0	2.4	1.0	-4.2	14.2	2.3
CCc1ccc(/C=C/C(=O)c2ccc(N3CCOCC3)cc2)cc1	-3.7	-4.6	12.1	7.0	1.0	7.7	2.6	-4.9	-3.5
CCn1c(SCc2ccccc2)nnc1C1CCCCC1	0.9	6.2	-0.5	7.4	8.1	-2.0	-1.0	2.1	9.9
COC(Cn1c(-c2cccc(S(=O)(=O)N(C)C)c2)n[nH]c1=S)OC	-0.9	0.1	-6.2	4.9	2.3	4.7	1.5	3.8	-5.4
COc1ccc(C(=O)NNC(=O)CN2CCC(n3nnc4cc(C(F)(F)F)ccc43)CC2)cc1	1.3	-2.5	9.3	6.1	0.8	10.1	5.0	1.1	0.5
CC(C)CC[n+]1ccn(C2=C([O-])c3ccccc3C(=O)/C2=N\S(=O)(=O)c2ccccc2)c1	3.2	-14.3	5.0	34.1*	4.8	1.6	7.2	70.8*	13.9
Nc1c(Sc2ccccc2)c(=O)[nH]c(=O)n1Cc1ccccc1	-5.5	1.9	-6.0	-11.0	5.7	-7.3	-6.9	3.4	3.7
O=C(Nc1ccc([N+](=O)[O-])cc1)Nn1cnnc1	-1.9	-3.6	1.5	-0.6	-3.1	0.5	2.6	-0.8	-2.0
COc1cc(/C=C2\SC(N3CCC(C)CC3)=NC2=O)ccc1O	0.8	2.0	44.3*	6.3	6.1	5.5	7.5	-4.2	12.1
CCN1CCN(CCNC(=O)Nc2ccc([N+](=O)[O-])cc2)CC1	0.4	-1.2	-4.6	0.5	-2.2	-3.3	-0.8	2.4	3.1
Nc1ccc(-n2nc(C(F)(F)F)cc2C(F)(F)F)cc1	-0.6	2.5	-0.4	3.6	5.5	7.5	1.7	10.5	6.0
COCC(=O)NNC(=O)Cc1ccc(Cl)cc1	-1.6	5.1	-1.3	10.7	6.8	4.2	1.4	8.0	3.4
CC(C)NC(=O)c1cnc(Sc2ncc(C(F)(F)F)cc2Cl)n1C	1.2	-1.2	4.9	0.5	-0.9	7.3	3.7	3.1	7.6
CCc1nnc(SCC(=O)Nc2ccc3c(c2)OCO3)o1	-6.3	2.0	9.4	6.6	4.4	-5.1	-1.4	4.6	1.5
N#CC1=C(N)C(C#N)(C#N)C2(CCC3(CC2)OCCO3)C2CC3(CC=C12)OCCO3 (stereo unspecified)	-2.6	-2.4	9.0	-3.4	-1.0	2.6	2.7	9.7	-2.8
Further records follow.
SMILES	LYPLA1 counter	PAD4 FP inh	PREPL inhibitor	PAFAH1B3 inh	PAFAH1B2 FP inh	pPAFAH FP inh	LYPLA2 counter	GSTO1 counter	PAFAH2 inh
COc1ccc(-n2cc(CNCc3cnc4ccccn34)c(-c3cccc(F)c3)n2)cc1	-5.0	0.8	8.3	-1.3	0.2	-3.2	-4.7	0.0	-1.7
CC1CC1C(=O)N(C)CC(=O)Nc1ccccc1Br (stereo unspecified)	x	2.8	3.4	3.1	4.7	1.7	x	x	3.8
O=C(CSc1nc2c(c(=O)[nH]1)CN(Cc1ccc(F)cc1)CC2)Nc1ccc(F)cc1	-1.4	-4.0	-1.4	4.3	10.4	4.2	0.8	-0.2	-9.7
CCCN(C(=O)CSCc1ccccc1C)c1c(N)n(Cc2ccccc2)c(=O)[nH]c1=O	0.0	0.6	25.6	3.9	2.5	-5.9	-6.3	8.5	0.1
CN1C2CCC1/C(=C\c1ccccc1)C(=O)/C2=C\c1ccccc1	1.6	5.3	11.2	6.5	-3.8	4.7	4.7	-0.3	2.1
Cc1ccc(CN2C(=O)C(CC(C)C)Nc3ncnc(N4CCN(c5ccccc5)CC4)c32)cc1 (stereo unspecified)	x	2.4	-20.7	3.5	-5.8	1.9	x	x	-3.3
CCN(C(=O)COC(=O)CNC(=O)c1ccc(C)s1)c1ccccc1	-1.9	-4.6	1.2	-1.1	-0.6	4.3	-1.8	4.5	3.2
CC1CCN(c2c(NCC3CCC(C(=O)NCc4ccc(F)cc4)CC3)c(=O)c2=O)CC1 (stereo unspecified)	7.1	1.5	16.9	7.7	7.2	4.1	11.3	11.8	-4.2
CCOC(=O)Cc1csc(NC(=O)COc2ccccc2)n1	0.3	2.1	10.2	0.7	-2.6	-1.7	4.7	9.2	3.4
COc1ccc(C2=NOC(C(=O)Nc3ccc4c(c3)OCCO4)C2)cc1OC (stereo unspecified)	0.5	-68.1	-8.3	3.8	6.9	3.9	11.3	1.5	-3.8
CCOC(=O)NN1C(=O)c2ccccc2NC12CCCC2	3.4	0.6	12.4	5.1	-2.5	0.4	6.7	3.6	-4.0
CCc1nnc(NC(=O)CSc2nnc(COc3cccc(C)c3)o2)s1	0.4	-1.1	11.2	3.6	21.8	3.3	4.1	34.9*	-13.4
O=C(CC(=O)Nc1ccccc1[N+](=O)[O-])Nc1ccccc1[N+](=O)[O-]	-1.5	-2.3	11.8	1.4	0.6	-2.8	-5.9	1.6	0.8
